# Screening data as filed in PubChem.
# NOD2-RIPK2 inh: NOD2-RIPK2 binding disruptors in cells, primary screen, fluorescence, CHO cells, BLA complementation; Receptor-interacting serine/threonine-protein kinase 2 (Homo sapiens), O43353; CCF4 ratio; inhibition, % at 4.98 µM; hit rate 0.38% among 360,000; AID 624267, 2012; in the data active means inhibition above about 21%;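 further: 0% = vehicle only and 100% = reference blocker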
# SRC3 inh: SRC3 coactivator transcriptional activity inhibitors, primary screen, cell-based, luminescence; hit rate 0.17% among 360,000; HEK293 GAL4-SRC3 luciferase reporter; Nuclear receptor coactivator 3 (Homo sapiens), Q9Y6Q9; inhibition, % at 3.6 µM; AID 588352, 2011;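 active means inhibition above a per-campaign cutoff, the mean of all compounds plus 3 SD, cut at about 60% in these data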;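 further: 0% = DMSO-treated cells and 100% = gossypol-treated cells at 36 µM; higher means less SRC3-driven luciferase light from the GAL4 reporter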
# TWEAK Fn14 block: inhibitors of TWEAK-Fn14 signaling, primary screen, luciferase reporter cells, uHTS | TWEAK-stimulated Fn14 reporter cells, luciferase luminescence, 8 h | inhibition, % at 10 µM | hit rate 2% among 360,000; in the data active means inhibition above about 50%
# COUP-TFII inh: NR2F2 transcriptional activity inhibitors, primary screen, cell-based, luciferase reporter, HEK293T, luminescence; COUP transcription factor 2 (Homo sapiens), P24468; HEK293T NGFI-A luciferase reporter; inhibition, % at 8.6 µM; hit rate 0.7% among 370,000;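 active means inhibition above a per-plate cutoff, mean inhibition of test wells between control levels plus 3 SD, cut at about 38% in these data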;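 further: cells cotransfected with COUP-TFII expression vector driving the NGFI-A reporter; 0% = median of COUP-TF2 test wells and 100% = reporter-only cells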
# TLR9-MyD88 inh: inhibitors of TLR9-MyD88 association in cells, primary screen, cell-based, CHO, BLA complementation, fluorescence. Toll-like receptor 9 (Homo sapiens) + Myeloid differentiation primary response protein …. CCF4 FRET ratio. inhibition, % at 4.98 µM. hit rate 0.21% among 340,000. AID 504734, 2011;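 active means inhibition above the mean over all tested compounds plus 3 SD, cut at about 21% in these data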;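 further: 0% = DMSO only wells and 100% = clavulanate BLA inhibitor control wells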
# LMP1 NFkB inh: EBV LMP1-driven NF-kappaB luciferase reporter inhibitors, primary screen, cell-based, luminescence, single point | LMP1-induced NF-kappaB luciferase reporter cells | AID 504558, 2011 | hit rate 0.69% among 350,000 | inhibition, % at 12.5 µM; in the data active means inhibition above about 41%;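 further: 0% = neutral control wells and 100% = reference inhibitor control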
# NCOA1 inh: SRC1 coactivator transcriptional activity inhibitors, primary screen, cell-based, luminescence; HEK293 GAL4-SRC1 luciferase reporter; hit rate 0.12% among 360,000; AID 588354, 2011; inhibition, % at 3.6 µM; Nuclear receptor coactivator 1 (Homo sapiens), Q15788;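 active means inhibition above the campaign mean plus 3 SD, with each screening campaign given its own cutoff, cut at about 60% in these data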;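 further: 0% = DMSO treated cells and 100% = gossypol at 36 µM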
# Target sequence (Q15788 whole entry, looked up, the tested form may be a part): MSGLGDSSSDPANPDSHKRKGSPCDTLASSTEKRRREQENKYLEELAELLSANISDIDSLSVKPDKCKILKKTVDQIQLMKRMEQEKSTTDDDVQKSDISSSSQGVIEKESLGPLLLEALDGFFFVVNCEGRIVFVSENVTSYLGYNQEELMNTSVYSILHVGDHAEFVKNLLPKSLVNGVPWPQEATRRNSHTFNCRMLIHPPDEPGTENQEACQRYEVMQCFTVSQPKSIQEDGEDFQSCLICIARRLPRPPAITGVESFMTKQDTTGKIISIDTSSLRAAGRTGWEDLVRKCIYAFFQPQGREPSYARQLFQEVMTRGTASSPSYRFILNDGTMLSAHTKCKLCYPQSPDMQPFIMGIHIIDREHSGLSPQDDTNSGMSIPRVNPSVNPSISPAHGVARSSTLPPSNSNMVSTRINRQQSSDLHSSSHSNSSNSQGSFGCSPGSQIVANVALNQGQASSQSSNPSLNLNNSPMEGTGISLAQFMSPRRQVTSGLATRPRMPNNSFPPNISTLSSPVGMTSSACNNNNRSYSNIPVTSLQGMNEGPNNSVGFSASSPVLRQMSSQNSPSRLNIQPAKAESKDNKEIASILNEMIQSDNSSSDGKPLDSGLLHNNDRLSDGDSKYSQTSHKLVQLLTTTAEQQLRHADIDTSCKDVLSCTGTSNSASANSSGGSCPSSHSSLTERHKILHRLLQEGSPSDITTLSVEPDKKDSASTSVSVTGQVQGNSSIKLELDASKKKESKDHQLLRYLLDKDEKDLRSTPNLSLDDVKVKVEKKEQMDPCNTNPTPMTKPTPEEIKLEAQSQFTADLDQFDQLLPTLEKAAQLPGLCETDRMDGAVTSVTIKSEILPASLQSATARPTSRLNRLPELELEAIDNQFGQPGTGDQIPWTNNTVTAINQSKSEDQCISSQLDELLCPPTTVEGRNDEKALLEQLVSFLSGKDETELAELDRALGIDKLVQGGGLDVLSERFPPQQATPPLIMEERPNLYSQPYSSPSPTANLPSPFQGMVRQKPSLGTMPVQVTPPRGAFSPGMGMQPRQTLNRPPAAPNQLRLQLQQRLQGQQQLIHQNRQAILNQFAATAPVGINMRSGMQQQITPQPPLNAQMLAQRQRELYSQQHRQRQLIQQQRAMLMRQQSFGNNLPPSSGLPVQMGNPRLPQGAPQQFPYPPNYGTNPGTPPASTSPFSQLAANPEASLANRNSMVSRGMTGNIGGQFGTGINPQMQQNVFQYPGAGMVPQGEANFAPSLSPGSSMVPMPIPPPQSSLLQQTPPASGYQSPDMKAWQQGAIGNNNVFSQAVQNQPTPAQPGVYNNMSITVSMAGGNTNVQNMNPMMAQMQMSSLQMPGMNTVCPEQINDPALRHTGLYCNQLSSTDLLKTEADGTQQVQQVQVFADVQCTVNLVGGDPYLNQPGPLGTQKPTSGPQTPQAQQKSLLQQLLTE
# SRC2 inh: inhibition of GAL4-SRC2 driven luciferase reporter, primary screen, SRC2 inhibitor project, cell-based, luminescence; hit rate 0.17% among 370,000; HEK293 GAL4-SRC2 luciferase reporter; inhibition, % at 9 µM; Nuclear receptor coactivator 2 (Homo sapiens), Q15596;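 active means inhibition above the mean inhibition of all tested compounds plus 3 SD, set per campaign, cut at about 52% in these data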;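 further: 0% = DMSO treated cells and 100% = cells given Gossypol at 36 µM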
# C8 TRAIL sens: viability loss with TRAIL in NB7+C8 cells, primary screen, TRAIL sensitizer project, cell-based, ATPlite luminescence; hit rate 1% among 360,000; inhibition (viability loss, TRAIL sensitization), % at 10 µM;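 active means compounds causing at least 50% loss of cell viability in the single-dose screen, relative to plate controls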
# TROY signal inh: inhibitors of TROY-driven NF-kB signaling, primary screen, Q293 LMP1-TROYcd cells, NF-kB luciferase, uHTS; Q293 LMP1-TROYcd NF-kB luciferase reporter, 4 h; hit rate 0.98% among 360,000; inhibition, % at 10 µM;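 active means compounds whose plate-normalised and pattern-corrected inhibition of the luciferase reporter signal at the single screening dose is 50% or more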
# LRH-1 inv ag: LRH-1 (NR5A2) inverse agonists, primary screen, cell-based, luminescence, HEK293T, StAR-luciferase reporter. Nuclear receptor subfamily 5 group A member 2 (Homo sapiens), O00482. LRH-1 transfected, 24 h. inhibition, % at 3.6 µM. hit rate 0.13% among 360,000. AID 602396, 2012;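 active means inhibition above the mean inhibition of all tested compounds plus 3 SD, cut at about 73% in these data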;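 further: 0% = DMSO wells and 100% = reporter-only cells lacking LRH-1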
# * hit, by the source's call; . = no result given. Not all compounds are listed; the hit share may differ from the screen's.
SMILES,NOD2-RIPK2 inh,SRC3 inh,TWEAK Fn14 block,COUP-TFII inh,TLR9-MyD88 inh,LMP1 NFkB inh,NCOA1 inh,SRC2 inh,C8 TRAIL sens,TROY signal inh,LRH-1 inv ag
COCCN(C(=O)CSc1nc2ccc(OC)cc2[nH]1)c1c(N)n(Cc2ccccc2)c(=O)[nH]c1=O,2,11,-9,3,-11,8,-22,16,-11,0,-17
O=C(Nc1ncc([N+](=O)[O-])s1)c1ccco1,0,-112,10,-18,0,-19,-126,-51,3,-39,-122
CCOC(=O)c1c(NC(=O)NC(C)(C)C)sc2c1CCN(C)C2,-15,1,9,-6,5,-2,-11,-5,25,-3,-5
COc1ccc(CN(Cc2cccn2C)S(=O)(=O)c2cccc(C(F)(F)F)c2)cc1,-8,5,-19,1,.,1,-10,2,-7,22,1
COCCNC(=O)CCCCCNS(=O)(=O)c1ccc(C)cc1,-1,0,-6,-14,-3,1,-15,12,-30,-6,-2
CCOC(=O)C1=C(c2ccccc2)NC(=S)NC1C (centres undefined),-4,-12,-2,16,-11,-18,-27,6,-1,-22,-4
CCCCc1nnc(NC(=O)c2ccc(-n3cncn3)c([N+](=O)[O-])c2)s1,-10,8,-23,-6,-2,-1,-24,-5,-12,-3,10
COc1ccc(NC(=O)CN2C(=O)COc3ccc(S(=O)(=O)N4CCOCC4)cc32)cc1,-13,-11,-1,-4,-7,2,-1,2,4,5,7
CC(=O)c1ccc(NC(=O)C2CCCN2S(=O)(=O)c2ccc(F)cc2)cc1 (centres undefined),-2,19,14,5,-13,-7,6,-12,-13,8,-4
COc1ccc(OCc2nnc(SCC(=O)c3ccccc3)o2)cc1,-1,6,-12,11,-3,-10,-18,-1,-1,17,6
Cc1cc(C)c(C)c(S(=O)(=O)NCc2ccc(C(=O)N3CCN(C)CC3)cc2)c1C,-1,-4,13,-1,-1,0,-8,5,-5,0,10
CC(=O)Oc1ccc2oc(C)c(C(=O)N3CCOCC3)c2c1,2,1,-4,7,8,-5,1,5,-7,4,4
O=C(CCN1CCOCC1)NNC(=S)NC(=O)c1ccc(Br)cc1,1,-13,-32,-13,5,-6,-8,-8,2,-17,-16
COc1ccc(-c2csc(NC(CO)c3nc4ccccc4n3Cc3ccc(C)cc3)n2)cc1 (centres undefined),8,-18,6,13,-6,-7,-6,-10,-4,-26,-21
CC(C)NC(=O)C1CCN(c2ccc(S(=O)(=O)N3CCOCC3)cc2Cl)CC1,-3,9,2,21,0,1,-15,8,1,4,-3
CC(O)CN1CC(O)=C(c2nc3ccccc3s2)C1=N (centres undefined),3,4,2,-8,-6,-9,7,-16,-4,-11,-11
O=C(/C=C/NCc1cccnc1)c1ccc(Br)cc1,4,-21,4,7,8,-3,-5,-18,-9,-9,-4
Cc1nn(Cc2ccc(Cl)cc2)c(C)c1NC(=O)/C=C/c1cnn(C)c1,-5,10,0,5,-12,7,0,16,-1,-7,8
O=C(Oc1cccnc1)c1cccc(Cl)c1,-4,-25,8,17,3,-13,-13,-9,-11,-14,6
Cn1c(=O)c2c(nc(CN3CCN(Cc4ccccc4)CC3)n2CCN2CCOCC2)n(C)c1=O,-1,4,-3,27,4,-1,-30,-6,-9,-6,16
O=C1CSC(=S)N1N=Cc1ccc2c(c1)OCO2,-9,-27,-76,-1,6,3,-20,-13,-4,-10,-25
S=C(NCC1COc2ccccc2O1)Nc1ccc(Br)cc1 (centres undefined),11,20,-1,-7,1,5,5,-8,-4,24,20
COc1cccc(-c2ncc3ccccc3c2COC(=O)CCC(=O)O)c1,4,-6,-1,-33,-1,-6,-17,26,13,-3,13
CCCCCCOc1ccc(/C=N/NC(=O)C2CC2)cc1,-8,10,15,17,-5,-7,-79,10,14,-28,10
COC(=O)[C@@]1(Cc2ccccc2)[C@@H]2C(=CC(=O)[C@H]2CC(=O)C(=O)N(C)C)CN1C(=O)c1ccccc1,-5,30,37,.,-5,16,23,.,2,8,-4
Cc1cc(OCCn2nc(C(=O)O)c3ccccc3c2=O)ccc1C(C)C,0,-2,17,-22,-12,-5,-4,-15,1,42,-16
CC(=O)Nc1ccc(S(=O)(=O)NC2(C(F)(F)F)C(=O)Nc3c2c(=O)[nH]c(=O)n3Cc2cccnc2)cc1 (centres undefined),-8,6,-13,-4,-14,1,-30,-4,3,2,-9
CCc1cc(CNC(=O)CCc2nnc(Cc3cccc(C)c3)o2)on1,-1,-8,0,-4,-7,1,1,-10,2,-18,1
CCCN(CC(=O)Nc1ccccc1OC)C(=O)Cc1ccc2c(c1)CCC2,3,8,-11,.,-9,-3,2,.,-5,15,-8
COC(=O)c1cc(O)cc(OC)c1Oc1cc(C)cc(O)c1C(=O)O,-1,68*,2,5,-1,16,58,-18,28,8,59
CCOC(=O)N1CCN(CC(O)COc2ccc(C(C)C)c(C)c2)CC1 (centres undefined),-1,-21,-16,2,-12,2,-16,-2,2,20,-8
COc1ccc(NC(=S)NC(NC(=O)c2cccc(Cl)c2)C(Cl)(Cl)Cl)c([N+](=O)[O-])c1 (centres undefined),-10,25,40,-6,1,7,8,-9,1,7,17
CC1(c2ccccc2)NC(=O)N(CC(=O)NNC(=O)c2ccccc2F)C1=O (centres undefined),-9,9,-8,-4,2,-3,3,14,0,5,-17
COc1cccc(-c2c(C(=O)N/N=C/c3ccc(C)s3)nnn2-c2nonc2N)c1,4,-16,8,-13,12,-1,15,15,16,-5,0
CCn1cc(CNC(=O)c2cc(COc3ccc(F)cc3Cl)on2)cn1,6,-11,7,17,5,4,-2,2,9,1,-4
CC1CCCN(C2(O)C(=O)Nc3ccc([N+](=O)[O-])cc32)C1 (centres undefined),-7,1,-12,11,0,-6,6,14,-6,2,-3
O=S(=O)(c1ccc2nnn(O)c2c1)N1CCOCC1,0,-1,-10,-6,-4,2,-9,-31,-11,-8,-14
O=C1C(CO)C(CO)C(CO)C1CO (centres undefined),-6,3,8,-9,6,1,4,1,4,12,10
COCCNC(=O)CSc1nc2cc(OC)c(OC)cc2c(=O)n1Cc1ccco1,-4,-4,14,-5,2,0,8,-25,-12,5,-14
N#Cc1cn(CCOc2ccc(F)cc2)c2ccccc12,-7,16,-22,-7,-2,2,4,-23,-13,-14,-1
CCCOC(=O)c1cccc(NC(=O)COc2ccc([N+](=O)[O-])cc2)c1,-1,11,45,6,-4,0,2,27,3,30,9
C/C(CC(=O)Nc1cccc(Cl)c1Cl)=N\NC(=O)c1ccccc1C,-8,-5,-9,-13,-6,1,-28,-37,-1,-24,-58
O=C(NN(C(=O)C1CC1)c1nc2ccccc2s1)C1CC1,7,-20,7,-6,-5,15,-11,-10,1,9,-10
Cn1cc(NC(=O)Nc2ccc(C(F)(F)F)cc2)c(C(F)(F)F)n1,-22,2,4,-20,-3,11,16,-35,-5,1,-25
CCCn1c(CCC(=O)O)ccc1-c1ccccc1,-6,11,-14,2,3,1,-26,-5,2,2,-6
COc1ccc(CCNC(=S)Nc2cc(C)ccc2C)cc1,9,-8,0,9,-4,5,-10,-30,-10,-5,-1
O=C1CCC(C(=O)N(c2ccccc2)C2(C(=O)NC3CCCCC3)CCCCC2)N1 (centres undefined),-1,1,-8,-7,0,0,11,-36,10,19,10
COCCCN(C(=S)Nc1ccc(OC)cc1)C(C)c1ccncc1 (centres undefined),-1,12,5,13,4,7,-25,8,-1,-12,1
Cc1[nH]c2ccccc2c1N=Nc1ccccc1F,5,-16,9,-15,2,-27,0,-24,-6,-65,-26
O=C(OCc1ccc2c(c1)OCO2)c1ccc(S(=O)(=O)N2CCCC2)cc1,4,-4,-4,6,-3,6,8,-9,12,18,10

# Additional structures follow.
SMILES,NOD2-RIPK2 inh,SRC3 inh,TWEAK Fn14 block,COUP-TFII inh,TLR9-MyD88 inh,LMP1 NFkB inh,NCOA1 inh,SRC2 inh,C8 TRAIL sens,TROY signal inh,LRH-1 inv ag
COc1cccc(C(=O)CN(C(=O)c2ccc(Cl)c(Cl)c2)N2C(=O)C3CCCCC3C2=O)c1 (centres undefined),0,-13,1,-1,-6,0,-1,7,-5,-37,12
Cc1cc(C)n2nc(N)nc2n1,-3,-1,-11,2,-4,19,-4,1,-12,-15,12
Cn1c(COc2ccccc2O)[n+](C)c2ccccc21,-15,-9,11,0,-16,13,7,0,-2,-4,20
CC(C)c1nnc(NC(=O)Cc2ccc(Br)cc2)s1,-8,10,-3,-5,1,3,-7,-45,7,-5,-3
Cc1ccc(NC(=O)C2CC3CCC2C3)c(Br)c1 (centres undefined),-13,-72,-6,-40,0,-26,-51,-28,9,-58,-45
C=C(C)c1ccccc1,2,0,-9,4,5,-1,-89,-14,-11,3,-10
NC(=O)NOCc1cccc(Cl)c1,-7,-9,3,-1,-2,15,-13,-16,-4,-8,-5
C[C@H]1CCC[C@]2(O[C@H](CCO)C[C@H](O)[C@H]2O)O1,-1,-18,20,-7,4,3,-9,-6,-18,0,18
COC(=O)CSc1nc2cc3c(cc2cc1C)OCO3,10,-7,-9,-2,0,-3,-5,-3,-8,-11,-5
CN(CC(=O)NCC(=O)Nc1ccc(F)cc1)CC(=O)Nc1ccc(Cl)c(C(F)(F)F)c1,4,4,-4,3,8,1,7,-17,6,-4,-3
COC(=O)C1(C(=O)OC)C2C(=O)C3C(C21)C3(C(=O)OC(C)(C)C)C(=O)OC(C)(C)C (centres undefined),-7,0,5,-14,-2,0,3,-27,-1,-6,8
CS(=O)(=O)Nc1cccc(C(=O)CC2(O)C(=O)Nc3ccccc32)c1 (centres undefined),-2,-11,-4,-7,1,7,-5,-4,2,11,7
C#CCOCCOCCOCCNc1nc(N2CCN(C(=O)[C@H]([C@@H](C)CC)n3cc(CCCN=C(N)N)nn3)CC2)nc(N2CCN(C(=O)[C@H](CCCCN)n3cc(CCC(=O)O)nn3)CC2)n1,-6,-10,-1,-7,-7,3,-14,-8,-3,5,-15
C=Cn1ccnc1CC(O)c1ccc(OC)cc1 (centres undefined),-10,9,1,2,-5,2,-21,0,-1,-17,-10
COc1ccc(C(=O)NCc2ccc3c(c2)OCO3)cc1S(=O)(=O)N1CCCC1,-12,15,-15,17,-11,0,-21,-6,-7,14,-8
CCOc1ccc(-n2nc3c(=O)[nH]nc(C)c3c2C)cc1,5,9,-37,-6,7,4,-5,-15,-13,-3,-8
